Smad3 inh: inhibitors of human Smad3 transcription factor binding. P84022. TR-FRET Smad3/Dy647-FoxH1 peptide binding, europium anti-His. inhibition, % at 25 µM. 0.29% of 88,000 active;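 active means compounds that reduce the energy-transfer binding signal between the protein and its labelled peptide by more than half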;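 further: 0% = Smad3 plus labelled peptide maximal FRET and 100% = peptide-only background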
Target sequence (P84022 whole entry, looked up): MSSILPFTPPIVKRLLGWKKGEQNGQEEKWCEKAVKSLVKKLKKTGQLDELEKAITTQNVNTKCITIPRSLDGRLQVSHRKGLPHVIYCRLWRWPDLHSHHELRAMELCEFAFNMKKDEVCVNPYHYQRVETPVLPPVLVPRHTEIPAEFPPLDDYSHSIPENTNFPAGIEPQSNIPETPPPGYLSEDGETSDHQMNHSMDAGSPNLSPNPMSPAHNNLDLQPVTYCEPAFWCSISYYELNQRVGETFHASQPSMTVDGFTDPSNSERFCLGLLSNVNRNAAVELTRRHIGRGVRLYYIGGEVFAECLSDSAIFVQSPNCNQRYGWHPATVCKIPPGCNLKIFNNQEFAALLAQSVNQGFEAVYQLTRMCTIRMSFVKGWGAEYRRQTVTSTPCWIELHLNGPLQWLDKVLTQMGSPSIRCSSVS
sEH activator: increases human soluble epoxide hydrolase activity; activation, % at 2 µM; 0.04% of 91,000 active; AID 717; purified human sEH enzymatic activity, activator screen; in the data active means activation above about 37%; further: values of inactives mirror those of a sister screen read the other way
ERb SRC1 inh: blocks coactivator binding to human estrogen receptor beta; TR-FRET ER-beta LBD / SRC1-Cy5 peptide binding; receptor agonist-loaded with 1 µM estradiol; Q92731; inhibition, % at 25.6 µM; 1.3% of 86,000 active;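 active means compounds whose percent inhibition of the receptor-coactivator binding signal exceeds about 50% in the single-dose screen, limit read from the data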;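 further: 0% = receptor plus peptide wells without compound and 100% = peptide-only wells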
Target sequence (Q92731 whole entry, looked up, the tested form may be a part): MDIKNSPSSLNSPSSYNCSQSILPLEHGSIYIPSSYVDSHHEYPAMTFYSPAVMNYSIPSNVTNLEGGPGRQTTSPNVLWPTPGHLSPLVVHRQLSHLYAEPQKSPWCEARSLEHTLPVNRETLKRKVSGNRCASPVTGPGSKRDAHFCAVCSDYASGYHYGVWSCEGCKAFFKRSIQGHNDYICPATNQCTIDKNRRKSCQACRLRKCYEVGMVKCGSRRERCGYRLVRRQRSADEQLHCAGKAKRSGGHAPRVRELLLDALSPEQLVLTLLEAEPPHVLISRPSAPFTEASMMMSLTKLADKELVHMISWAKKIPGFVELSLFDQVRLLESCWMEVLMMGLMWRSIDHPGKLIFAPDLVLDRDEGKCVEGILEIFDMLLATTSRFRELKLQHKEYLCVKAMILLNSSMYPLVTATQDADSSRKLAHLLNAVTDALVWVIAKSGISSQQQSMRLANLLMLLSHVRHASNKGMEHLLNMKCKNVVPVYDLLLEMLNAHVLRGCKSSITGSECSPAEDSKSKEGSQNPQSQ
Candida biofilm: kills Candida albicans biofilms | C. albicans biofilm + clotrimazole, Alamar Blue | inhibition, % at 6 µM | 0.14% of 85,000 active | AID 834;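 active means inhibition above 20%; inactive means inhibition below 20%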;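 further: preformed 24 hr biofilms exposed to compound for 48 hr; 0% = biofilm without compound and 100% = blank killed by clotrimazole plus chlorhexidine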
F-actin modifier: modifiers of cytoskeleton assembly | 0.18% of 91,000 active | HUVEC TNFa F-actin phalloidin imaging, high content | AID 836 | inhibition, % at 2 µM;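 active means inhibition above the batch mean plus 3 SD and confirmed as a hit by visual image inspection, cut at about 30% in these data, passing the limit was not always enough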; further: strong numbers were not always called active
sEH inhibitor: soluble epoxide hydrolase (human) inhibition | inhibition, % at 2 µM | recombinant human sEH enzymatic activity assay | AID 707 | P34913 | 0.34% of 91,000 active; in the data active means inhibition above about 80%; further: values of inactives mirror those of a sister screen read the other way; many of its hits are not listed in these tables
VCAM1 TNFa inh: reduces TNF alpha induced VCAM1 expression in HUVEC. AID 802. inhibition, % at 2 µM. HUVEC TNFa-induced VCAM-1 immunofluorescence, high-content imaging. 0.48% of 95,000 active;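 active means inhibition above the batch mean plus 3 SD, with images confirmed as a hit by eye, cut at about 37% in these data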;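 further: 0% = TNF-stimulated DMSO wells and 100% = unstimulated control wells; not every result past the cut was called active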
TNFa cytotox: HUVEC cytotoxicity counter-screen, TNF alpha stimulated; HUVEC TNFalpha-stimulated, Hoechst cell count, imaging; cell count reduction, % at 2 µM; 0.17% of 93,000 active; AID 848;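 active means cell count reduction exceeding the screen mean by over 5 SD, scaled to untreated wells per plate, cut at about 78% in these data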;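 further: cells counted after 24 h of TNF alpha exposure following the 1 h pretreatment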
HUVEC tox IL1B: HUVEC cytotoxicity counter-screen, IL-1B stimulated; cell count reduction, % at 2 µM; 0.41% of 94,000 active; HUVEC cell count loss, Hoechst imaging;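 active means cell count reduction more than 3 SD above the screen-wide mean, cut at about 70% in these data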;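 further: normalized per plate to untreated control cells as the no-loss baseline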
Numbers without * were called inactive; . = not tested or not shown; [ ] = dose if it differs, or a comment.

molecule,Smad3 inh,sEH activator,ERb SRC1 inh,Candida biofilm,F-actin modifier,sEH inhibitor,VCAM1 TNFa inh,TNFa cytotox,HUVEC tox IL1B
CCOC(=O)C1=C(C)NC(=O)NC1c1ccc(OCCO)c(OC)c1 (stereo unspecified),-0.2,-7.7,0.3,9.7,-13.8,7.1,13.9,-3.7,-31.1
Cc1onc(-c2ccccc2Cl)c1C(=O)Nc1cccc2cccnc12,15.5,-5.7,0.1,2.8,70.2,5.6,-12.3,-39.2,5.6
O=c1oc2ccccc2c(NCc2cccc(F)c2)c1[N+](=O)[O-],.,21.3,.,.,14.7,-20.0,3.9,10.3,-5.0
NC(=O)c1ccsc1NC(=O)CSc1nnc(C2CC2)n1Cc1ccccc1,4.6,9.6,28.3,7.7,1.0,-8.3,11.1,12.9,8.1
CCC(C)(C)C(=O)Nc1ncc(S(=O)(=O)c2ccc([N+](=O)[O-])cc2)s1,-4.9,10.7,9.3,7.7,-1.4,-7.6,3.8,-21.0,7.4
N#Cc1cnc(SCCc2ccccc2)nc1N,2.5,-13.5,0.7,2.4,-3.1,13.0,-0.1,-4.5,4.8
CC(=O)Oc1ccc2nc(-c3cccs3)oc(=O)c2c1,-16.6,-6.2,-3.0,-1.4,-2.4,9.5,-5.2,8.2,-6.0
COc1ccc(-c2nn(-c3ccccc3)cc2/C=N/NC(=O)c2ccc(Br)o2)cc1,.,6.0,.,.,-19.0,-5.5,-15.5,-27.4,-21.9
Cc1ccc(-c2ccc(=O)n(CC(=O)NCc3ccco3)n2)cc1,.,-4.3,.,.,56.7,4.4,5.5,-21.6,-23.5
Nc1c(N(C(=O)Nc2ccc(Cl)c(Cl)c2)C2CCCC2)c(=O)[nH]c(=O)n1Cc1ccccc1,.,2.4,.,.,2.6,-4.5,10.8,-15.5,21.5
CCOC(=O)CSc1cc(C)nc(NC(C)=O)n1,5.5,.,5.5[fluorescence artefact?],5.3,-6.7,.,7.5,0.4,-9.6
CCn1c(=O)n(CC)c2cc(S(=O)(=O)N3CCOCC3)ccc21,7.8,13.0,-0.1,0.5,16.6,-10.2,8.8,-14.5,-10.8
Cc1ccc(Oc2coc3cc(OC(=O)c4cccs4)ccc3c2=O)cc1,.,-8.5,.,.,-0.8,8.2,-29.9,-3.8,-9.6
CC(/C=C/c1ccc2c(c1)OCO2)=N/NC(=O)CNc1ccc(C)cc1,.,-45.3,.,.,-6.7,46.8,6.7,-7.8,-24.2
O=C(c1ccccc1)n1ccn(-c2ccccc2)c1=S,2.1,-11.3,1.1,-3.4,0.6,12.4,23.1,-8.2,-9.9
COc1ccc(C2Nc3ccccc3C(=O)N2Cc2ccco2)cc1COc1ccc([N+](=O)[O-])cc1 (stereo unspecified),1.9,-7.1,3.3,0.6,-17.6,6.6,-3.7,-9.5,-11.3
CC(=O)C1=C(O)C(=O)N(Cc2cccnc2)C1c1ccc(Cl)cc1Cl (stereo unspecified),6.9,-9.0,-5.9,3.5,12.9,13.8,-13.1,-22.7,21.4
COc1ccc(S(=O)(=O)Nc2ccc3c(c2)OCO3)cc1,6.3,-3.8,-7.1,7.0,17.1,5.0,-10.4,-15.6,.
CCN(CC)C(=O)CSC1c2ccccc2C(=O)N1c1ccccc1 (stereo unspecified),.,-3.4,.,.,-35.9,5.7,7.2,5.6,-12.7
COc1cc(/C=N\NC(=O)c2ccc(Cn3nc([N+](=O)[O-])c(Cl)c3C)o2)ccc1O,.,-53.0,.,.,-16.2,53.6,-20.6,0.0,-2.4
O=C1CC(=C2c3ccccc3-c3ccccc32)C(=O)N1CCN1CCN(c2cccc(Cl)c2)CC1,10.9,11.8,-7.3,7.9,7.8,-12.6,-2.2,-14.2,-11.0
CC1=NN(c2nc(C)cc(C)n2)C(=O)C1CCC(C)C (stereo unspecified),30.9[fluorescence artefact?],-9.6,-6.0,3.9,-9.6,10.2,-3.8,-0.8,-8.6
CCOC(=O)c1ccc(-n2[nH]c(-c3ccccc3)cc2=O)cc1,33.3,6.0,5.0,8.1,-0.8,-4.8,-6.1,17.1,42.9
Cc1ccc(CN2CC34C=CC(O3)C(C(=O)NCc3ccco3)C4C2=O)cc1 (stereo unspecified),.,2.1,.,.,14.5,-2.5,-20.3,-61.3,-0.4
COc1ccc(CCC(=O)Nc2nc3ccccc3[nH]2)cc1,.,-5.4,.,.,18.4,6.8,1.6,-13.3,9.7

Arranged by SMILES length (lowest first): three of the compounds above
molecule,Smad3 inh,sEH activator,ERb SRC1 inh,Candida biofilm,F-actin modifier,sEH inhibitor,VCAM1 TNFa inh,TNFa cytotox,HUVEC tox IL1B
Cc1onc(-c2ccccc2Cl)c1C(=O)Nc1cccc2cccnc12,15.5,-5.7,0.1,2.8,70.2,5.6,-12.3,-39.2,5.6
O=c1oc2ccccc2c(NCc2cccc(F)c2)c1[N+](=O)[O-],.,21.3,.,.,14.7,-20.0,3.9,10.3,-5.0
Nc1c(N(C(=O)Nc2ccc(Cl)c(Cl)c2)C2CCCC2)c(=O)[nH]c(=O)n1Cc1ccccc1,.,2.4,.,.,2.6,-4.5,10.8,-15.5,21.5

Next section.
molecule,Smad3 inh,sEH activator,ERb SRC1 inh,Candida biofilm,F-actin modifier,sEH inhibitor,VCAM1 TNFa inh,TNFa cytotox,HUVEC tox IL1B
COc1ccc(S(=O)(=O)Cc2ccc(C(=O)NCCCN(C)c3ccccc3)o2)cc1,7.9,-39.0,1.8,4.6,-21.0,39.7,-9.1,7.2,-7.7
CN(C)c1nc(NCc2ccccc2)nc(N/N=C/c2ccc(Cl)cc2Cl)n1,.,3.0,.,.,21.4,-4.2,-4.5,5.0,7.0
COc1ccc(/C(N)=N/OC(=O)c2cccc([N+](=O)[O-])c2C)cc1OC,2.5,-3.5,-3.4,2.8,-17.5,5.8,15.5,4.8,-3.5
CCOC(=O)c1sc(SCC(=O)Nc2ccc(N(C)C)cc2)nc1N,9.9,-8.5,-29.2,10.3,14.4,6.7,-7.5,-40.6,-41.3
CCn1c(SCc2cccnc2)nc2c1c(=O)n(C)c(=O)n2C,-1.2,-5.3,-2.4,6.6,14.0,5.9,10.0,-36.2,9.7
COC(=O)c1cc(S(=O)(=O)N2CCC(C)CC2)ccc1F,5.7[fluorescence artefact?],-3.5,-2.5,6.0,.,0.1,.,.,-41.4
Cc1cc(NC(=O)c2cccc(S(=O)(=O)N3CCCCCC3)c2)no1,15.6,-3.9,-5.1[fluorescence artefact?],3.4,15.9,1.5,11.1,-20.0,-4.9
CC(C)(C)Nc1nc(SCc2ccccc2)nc(N2CCOCC2)n1,16.4,-12.4,-10.2,1.2,-20.0,11.9,-10.6,7.8,-2.9
CCCCCCn1c(C(C)NC(=O)c2ccco2)nc2ccccc21 (stereo unspecified),-14.3,11.2,1.7[fluorescence artefact?],9.2,-3.3,-11.0,3.3,-24.6,-3.2
Cc1cccnc1NC(=O)C1CCN(S(=O)(=O)c2ccc3c(c2)CCC(=O)N3)CC1,-0.4,10.1,7.7,5.5,-17.4,-11.5,-1.1,-8.3,5.2
COc1ccc(C2OC(=O)c3ccccc3S2)cc1 (stereo unspecified),4.8,.,-0.4[fluorescence artefact?],6.9,-46.4,.,-9.3,2.9,-38.0
O=C(Oc1ccc2ccc(OC(=O)N3CCOCC3)cc2c1)N1CCOCC1,-4.4,5.3,-5.3,4.4,41.6,-6.6,-2.8,-29.2,-11.4
C=CCn1c(-c2cccn(Cc3ccc(Cl)cc3)c2=O)n[nH]c1=S,.,-3.5,.,.,18.2,4.5,13.7,-4.6,-21.2
COc1cccc(NC(=S)/C(=C(\[O-])c2ccc(C)c([N+](=O)[O-])c2)[n+]2ccccc2)c1,-11.5,11.9,3.8,-0.7,22.0,-12.1,7.7,8.8,14.6
COc1ccc(-c2csc(-n3ncc(-c4cccs4)c3N)n2)cc1,.,0.8,.,.,-12.5,0.2,20.3,6.6,22.7
CCOC(=O)CSc1nc(-c2ccc(OC)cc2)ns1,8.9,-5.7,-35.1,4.3,-3.5,3.4,-5.9,-8.3,-14.8
CCCCCn1c(=N)n(CC(O)COc2ccccc2OC)c2ccccc21 (stereo unspecified),.,-11.3,.,.,13.7,11.1,17.5,-38.2,20.6
Cc1cc(C)nc(SC(C)C(=O)N/N=C/c2cccs2)n1 (stereo unspecified),.,9.7,.,.,5.6,-9.8,6.8,-19.7,.
c1ccc(Cc2nn3c(C4COc5ccccc5O4)nnc3s2)cc1 (stereo unspecified),4.3,-4.6,-2.8,7.0,0.5,3.9,-20.4,-14.3,2.9
O=C(c1ccc(Cl)c(S(=O)(=O)NCc2ccco2)c1)N1CCN(c2ccccc2F)CC1,5.9,1.1,0.8,3.4,-8.0,1.3,13.5,-15.5,-3.5
CCOC(=O)CSc1nc2ccc(NC(C)=O)cc2s1,9.0,-11.2,-3.6,9.6,-15.9,11.7,7.0,-25.0,4.7
O=c1c2sc3nc(N4CCOCC4)c4c(c3c2ncn1CCc1ccccc1)CCCC4,.,-17.8,.,.,-18.6,20.1,6.3,3.5,-17.1
Cc1cccc(Sc2c([N+](=O)[O-])ncn2C)n1,.,2.0,.,.,19.8,-0.2,-7.5,3.1,-17.5
CCC(C)n1nccc1NC(=O)C(C)OC(=O)c1cc2ccccc2[nH]1 (stereo unspecified),-7.9,16.2,3.6,8.4,-55.3,-13.8,10.9,-42.4,-8.3
Cc1ccc(/C=C/C(=O)O)cc1S(=O)(=O)NCCO,.,1.0,.,.,27.0,-2.1,6.6,-17.1,11.3
CC(=O)N1CCN(c2cc(N3CCc4ccccc4C3)c(F)cc2[N+](=O)[O-])CC1,.,2.5,.,.,17.5,-0.1,15.6,-6.0,-23.4
O=C(Nc1ccccc1)OCCOc1ccccc1,1.0,0.3,37.1,6.1,0.1,-2.5,-16.6,-8.0,-16.4
COCCNC(=O)CN(C(=O)CCC(=O)Nc1cc(C)on1)c1ccc(C)cc1C,4.8,0.0,-9.8,12.1,2.0,0.1,7.5,11.7,14.0
Cn1c(-c2ccccc2)cccc1=O,4.4,8.1,-4.5,3.5,6.6,-7.6,7.7,-9.2,7.1
COC(=O)c1sccc1NC(=O)c1cc(OC)c(OC)c(OC)c1,-1.9,16.0,24.2,-3.6,19.7,-16.1,-7.9,4.9,2.5
O=C(COC(=O)C1(c2ccc(Cl)cc2)CCCC1)NC1CCS(=O)(=O)C1 (stereo unspecified),-2.8,3.1,-7.1,2.8,-8.7,0.6,10.6,-6.0,-16.6
CCCc1c(O)nc(SCCN(CC)CC)n(C(=O)c2ccccc2)c1=O,6.0,-2.2,-9.1,5.7,-21.6,1.7,1.5,5.0,-11.4
CCOc1cc(N2CCOCC2)c(OCC)cc1NC(=O)CN1CCc2ccccc2C1,1.0,.,-2.4,3.9,9.6,.,4.9,-20.6,-21.9
COc1ccc(C2NC(=O)NC(O)(C(F)(F)F)C2C(=O)c2ccc(C)cc2)cc1 (stereo unspecified),-1.5,-3.4,1.5,12.4,-42.1,0.3,12.6,-8.7,-24.9
CCCCn1nnc(NC(=O)c2cc3ccccc3o2)n1,7.2,-45.2,-3.2,3.8,-3.6,46.6,-10.6,8.4,32.5
O=C(CSCC(=O)OCn1nnc2ccccc2c1=O)Nc1ccc(Cl)cc1,-4.8,3.2,1.2,9.2,14.9,-5.2,7.0,-34.2,-27.5
COc1cc(NC(=O)c2ccc(C)cc2)c(OC)cc1NC(=O)CN1CCOCC1,1.7,1.1,13.0,5.3,3.1,-1.7,-14.8,-28.5,-41.3
CC(=O)N1CCC(Nc2ccc(C)cc2)CC1,2.0,26.0,-10.8,7.1,2.8,-27.1,-1.0,-7.4,-9.0
CCNC(=O)N1c2ccc(OCC)cc2C(C)=CC1(C)C,.,-2.7,.,.,-17.6,1.1,-5.2,4.2,-11.3

Screening data deposited in PubChem BioAssay by several laboratories.

Some of the compounds tested; the hit share may differ from the screen's.
